GPR35 antagonists – inhibition of zaprinast-stimulated GPR35 beta-arrestin translocation – imaging, U2OS, beta-arrestin-GFP, zaprinast agonist, primary screen (AID 2058); U2OS GPR35 beta-arrestin-GFP translocation imaging, zaprinast antagonism; higher % means a stronger effect; 290,000 compounds, 0.052% hits; inhibition, % at 10 µM, or IC50 in µM where a hit was titrated;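 active = inhibition of at least 50% with at least 30 cells and total cytoplasm GFP at most 10,000,000; inconclusive = under 30 cells or total GFP of 10,000,000 plus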
Salmonella PhoP GFP – inhibitors of PhoP regulon expression, primary screen, Salmonella Typhimurium, GFP reporter (AID 1863); 300,000 compounds, 0.16% hits; inhibition, % at 50 µM; hits with a dose series show IC50 in µM; S. Typhimurium PhoP-regulated promoter GFP reporter, 4 h; higher % means a stronger effect;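 active = inhibition over 29.93%, a cutoff 3 SD above the screen mean, later confirmed by dose response; inconclusive = inhibition over 29.93% but no dose response follow-up; inactive = inhibition at most 29.93% or unconfirmed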;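 note: 0% = low Mg2+ inducing control and 100% = high Mg2+ repressing control; strong numbers were not always called active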
Large T inhibition – SV40 large T antigen inhibitors, biochemical (AID 1903) | 310,000 compounds, 0.39% hits | inhibition, % at 20 µM; hits with a dose series show IC50 in µM | SV40 large T antigen ATPase/helicase inhibition assay; higher % means a stronger effect; in the data active = a potency from the dose series; inconclusive = inhibition mostly from about 32% at the one dose, without a potency; inactive = the rest, 99 in 100 with inhibition below about 32%; note: strong numbers were not always called active
Rac1 GTP hydrolysis – MgcRacGAP GTPase-activating activity inhibitors, confirmation, biochemical, ADP Hunter fluorescence; inhibition, % at 30 µM, or IC50 in µM where a hit was titrated; MgcRacGAP-stimulated Rac1 GTP hydrolysis, ADP Hunter fluorescence; higher % means a stronger effect; GST-tagged Rac1 F28L mutant substrate; AID 624330; 340,000 compounds, 0.6% hits;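 active = first-screen hits whose inhibition reached a set limit at any dose in the follow-up dose series; inconclusive = inhibition above the set first-screen limit but never retested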;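 note: fluorescence reports GDP produced by GAP-driven GTP hydrolysis; strong numbers were not always called active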
NS5 inhibitors – Dengue-2 NS5 methyltransferase inhibitors, primary screen, biochemical, confirmation dose response (AID 588689); one-dose inhibition, % at 25 µM; IC50 in µM for titrated hits; Dengue-2 NS5 methyltransferase capping enzyme assay, biochemical; higher % means a stronger effect; 340,000 compounds, 0.3% hits; in the data active = a potency from the dose series; inconclusive = inhibition above about 29% without an active follow-up result
ER stress rescue – rescue of cells from ER stress-induced death, primary screen, 384-well, CSM14.1, thapsigargin, ATP luminescence (AID 1222) | CSM14.1 thapsigargin-induced death rescue, ATP luminescence; higher % means a stronger effect | one-dose cellular ATP content (survival), % at 20 µM; EC50 in µM for titrated hits | 190,000 tested, under 10 active;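 active = EC50 below 50 µM in the dose-response confirmation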;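 note: death triggered by thapsigargin at about 15 µM added after 2 h compound pretreatment; cell ATP read after overnight thapsigargin exposure of roughly 18 to 22 hours; normalized against plate controls of thapsigargin alone and 5% DMSO vehicle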
RSV antiviral HEp-2 – RSV antiviral activity via CPE protection, HEp-2 cells, primary 10 µM value included (AID 2391); HEp-2 cells, RSV-induced CPE inhibition; higher % means a stronger effect; CPE inhibition, % at 10 µM, or IC50 in µM where a hit was titrated; 310,000 compounds, 0.13% hits; in the data active = a potency from the dose series; inconclusive = CPE inhibition mostly from about 23% at the one dose, without a potency; inactive = the rest, 99 in 100 with CPE inhibition below about 21%; note: strong numbers were not always called active
West Nile antiviral – inhibition of WNV-induced cytopathic effect – cell-based, CPE readout (AID 1621). West Nile virus-infected cells, CPE inhibition; higher % means a stronger effect. 290,000 compounds, 0.02% hits. one-dose CPE inhibition, % at 10 µM; IC50 in µM for titrated hits; in the data active = a potency from the dose series; inconclusive = CPE inhibition mostly from about 3.7% at the one dose, without a potency; inactive = the rest, 99 in 100 with CPE inhibition below about 2.2%; note: strong numbers were not always called active
LYP inhibition – inhibitors of LYP phosphatase, biochemical, fluorescence intensity, uHTS (AID 1779); one-dose inhibition, % at 11.5 µM; IC50 in µM for titrated hits; 290,000 compounds, 0.054% hits; recombinant LYP phosphatase, fluorescence intensity; higher % means a stronger effect; in the data active = inhibition above about 50%;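 note: plate controls were vehicle with enzyme for no effect and no enzyme for full effect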
Numbers without * were called inactive; u = inconclusive; x = not tested or not shown.

smiles	GPR35 antagonists	Salmonella PhoP GFP	Large T inhibition	Rac1 GTP hydrolysis	NS5 inhibitors	ER stress rescue	RSV antiviral HEp-2	West Nile antiviral	LYP inhibition
COc1ccc(NC(=O)c2cccnn2)cc1	-11.9%	-2.4%	4.4%	1.9%	2.6%	x	0.9%	0.1%	-2.5%
COc1ccc(CNC(=O)Nc2cccc(Cl)c2)cc1	-11.8%	-6.5%	14.5%	7.3%	-2.6%	x	2.5%	-0.6%	-4.0%
COc1ccccc1-c1nc(C#N)c(N2CCN(c3ccccc3)CC2)o1	-17.2%	-7.0%	-3.4%	12.9%	-1.1%	x	1.9%	-0.4%	3.2%
O=S(=O)(c1cccc(S(=O)(=O)N2CCCC2)c1)c1cccc(S(=O)(=O)N2CCCC2)c1	7.9%	-5.1%	12.1%	0.6%	-3.5%	-0.1%	1.5%	-0.2%	6.1%
Cc1ccc(OCCCCN2CCC(C)CC2)c(Br)c1	3.0%	-0.6%	3.7%	17.0%	2.6%	-3.8%	-0.8%	-1.2%	-12.2%
COc1ccc(C2(c3ccc(OC)cc3)NC(=O)N(CC(=O)Nc3ccccc3C)C2=O)cc1	4.9%	-1.9%	9.7%	8.8%	1.0%	x	0.8%	0.0%	3.1%
COc1ccc(-n2nnc3c(=O)n(CC(=O)N4CCCC4)cnc32)cc1	9.5%	4.1%	16.4%	3.0%	3.2%	-1.1%	0.5%	0.7%	-2.8%
NC(=O)[C@@H]1CCNc2c(I)cc([N+](=O)[O-])cc2C(=O)N[C@@H](CCC(=O)O)C(=O)N[C@@H](CO)C(=O)N1	9.7%	3.9%	21.6%	-1.5%	12.1%	-3.2%	0.8%	-0.3%	-0.4%
Cc1nnc(NC(=O)Cn2cnc3c2c(=O)n(C)c(=O)n3C)s1	-10.7%	1.6%	3.5%	1.1%	1.6%	-2.3%	0.6%	0.2%	-4.5%
NS(=O)(=O)c1ccc(CCNC(=O)CC(c2ccccc2)c2ccccc2)cc1	-6.5%	-0.9%	10.7%	5.1%	0.0%	x	2.5%	-1.1%	-12.0%
CCOc1ccc(OCC(=O)Nc2ccc(OC)cc2[N+](=O)[O-])cc1	-1.4%	-4.2%	-4.7%	8.4%	2.8%	-1.3%	0.4%	0.5%	-9.1%
CCc1ccc(-c2cc(C(=O)NN3CCOCC3)c3ccccc3n2)cc1	2.2%	-0.3%	15.2%	20.9%	x	-2.3%	0.2%	0.4%	-8.7%
COc1cccc(CNc2ccccc2O)c1OCc1ccccc1F	11.4%	2.9%	9.5%	2.6%	-0.8%	0.6%	-0.5%	-0.8%	-1.8%
Cc1cccc(NC(=O)C(CCC(N)=O)NC(=O)OCc2ccccc2)c1 (stereo not drawn)	-1.7%	-4.3%	10.3%	5.4%	-1.6%	x	2.0%	-0.5%	-9.8%
COC(C[C@H]1O[C@H]1C(=O)[C@@H](C)OCc1ccccc1)OC	x	x	-0.2%	2.7%	-3.3%	x	-1.0%	0.1%	x

Next part
smiles	GPR35 antagonists	Salmonella PhoP GFP	Large T inhibition	Rac1 GTP hydrolysis	NS5 inhibitors	ER stress rescue	RSV antiviral HEp-2	West Nile antiviral	LYP inhibition
CCCNC(=O)Nc1ccc2c(c1)nc(C)n2C	4.4%	4.2%	22.4%	1.9%	-5.9%	-1.1%	0.2%	0.3%	-10.6%
COc1ccc(NC(=O)/C=C/c2cc(OC)c(OC)c(OC)c2)cn1	-18.4%	-0.9%	7.4%	-2.9%	-8.3%	0.9%	1.9%	0.4%	4.2%
CC(=O)NC1CCN(CC(=O)Nc2nccs2)CC1	0.6%	1.0%	12.3%	1.8%	-6.6%	x	1.2%	1.4%	-9.6%
CCOc1ccc(C2CC(c3cccc(OC)c3)n3nc(N)nc3N2)cc1 (stereo not drawn)	-7.2%	2.7%	7.9%	7.7%	-0.7%	x	0.7%	-0.2%	-1.8%
COC(=O)CCCCC1SCC2NC(=O)NC21 (stereo not drawn)	5.8%	7.2%	25.1%	5.6%	x	-1.0%	0.8%	0.3%	-8.3%
Cc1ccc(-c2csc(NC(=O)CCNC(=O)c3ccco3)n2)cc1	-0.2%	0.7%	7.3%	6.9%	-5.2%	-0.7%	u	-0.2%	-0.8%
COC(=O)c1c(NC(=O)CC2Sc3ccc(C(F)(F)F)cc3NC2=O)sc(C)c1C (stereo not drawn)	-14.1%	6.2%	10.2%	5.0%	-0.4%	0.7%	4.2%	-0.9%	-7.6%
COc1ccc(NC(=O)CN2C(=O)c3ccccc3Sc3ccc(C(=O)N4CCOCC4)cc32)c(OC)c1	-4.8%	-2.7%	9.9%	1.9%	-5.5%	0.4%	-1.4%	0.1%	2.1%
O=C(CN(Cc1ccc(F)cc1)C(=O)CCC(=O)Nc1nccs1)NCc1ccc(F)cc1	0.0%	5.9%	4.0%	2.9%	-4.4%	x	2.0%	-0.8%	-0.6%
Cc1cc(C)cc(NC(=S)NCC2CCCO2)c1 (stereo not drawn)	10.5%	-1.3%	-1.2%	4.0%	1.4%	-1.2%	0.2%	-0.2%	-7.4%
O=C(NCCO)c1c(O)c2cccc3c2n(c1=O)CC3	-18.6%	1.7%	-4.0%	7.3%	-5.4%	1.4%	16.5%	-0.1%	0.4%
Cc1ccc(N2N=C(C(=O)O)CCC2=O)cc1Cl	-0.1%	6.0%	3.2%	4.8%	-4.0%	x	0.1%	-0.4%	-7.2%
CCCCCNCc1ccc(OCc2ccc(Cl)nc2)c(OC)c1	4.3%	7.1%	1.4%	2.2%	0.7%	-1.5%	-0.3%	-0.8%	-1.4%
C/C(CCC(=O)OC[C@H]1O[C@H](C#Cc2ccccc2)C=C[C@@H]1Oc1ccc(C)cc1)=N\O[C@@H](C)CN1CCCCc2nc(C)c(C)cc21	-17.0%	5.0%	6.3%	x	x	1.7%	x	x	1.7%
COc1ccc(CCN(C)CCCN2CC(c3ccccc3)CC2=O)cc1OC (stereo not drawn)	8.3%	-8.2%	7.1%	25.0%	3.7%	-0.5%	-0.8%	0.0%	-7.9%

More compounds.
smiles	GPR35 antagonists	Salmonella PhoP GFP	Large T inhibition	Rac1 GTP hydrolysis	NS5 inhibitors	ER stress rescue	RSV antiviral HEp-2	West Nile antiviral	LYP inhibition
CCOc1ccc(-n2c(N)c(-c3nc4ccccc4n3C)c3nc4ccccc4nc32)cc1	-9.7%	-76.5%	-4.0%	8.7%	2.9%	6.6%	6.3%	0.4%	9.4%
CCOC(=O)C(C)n1cnc2c(nnn2-c2ccc(F)cc2)c1=O (stereo not drawn)	7.6%	x	5.2%	6.5%	-3.4%	x	3.0%	-0.4%	-0.7%
COc1ccc(Cc2nnc(NS(=O)(=O)c3ccc([N+](=O)[O-])cc3)s2)cc1	3.9%	-3.9%	9.6%	11.1%	-0.8%	x	4.1%	-0.1%	4.3%
O=C(COC(=O)C1(c2ccccc2F)CCCC1)N1CCc2ccccc21	-5.7%	12.6%	10.2%	1.6%	-5.8%	0.3%	0.7%	-0.1%	-5.2%
O=C(c1ccc(CS(=O)(=O)c2c(Cl)cccc2Cl)o1)N1CCCC1	1.9%	2.4%	5.4%	5.2%	3.0%	2.6%	0.5%	0.5%	3.1%
CCn1c(Cc2cccs2)nnc1SCC(=O)NC(C)(C)C	10.9%	0.7%	4.8%	-5.0%	0.0%	-1.0%	0.7%	0.0%	-7.3%
COC(=O)N/N=C1/C/C(=N\NC(=O)OC)c2ccccc21	8.2%	-0.3%	11.0%	0.8%	12.6%	-2.1%	0.9%	0.5%	2.6%
O=C(Nc1ccc(F)c(F)c1)c1ccc(F)c(S(=O)(=O)N2CCC3(CC2)OCCO3)c1	14.1%	5.9%	7.0%	3.6%	-1.6%	-9.3%	-0.2%	-0.5%	-5.1%
CCCCNC(=S)NNc1c(Cl)cc(Cl)cc1Cl	-7.3%	1.6%	-1.9%	9.3%	-9.1%	-0.3%	0.1%	-1.3%	1.1%
CN(C)c1ccc(NC(=O)CCCCCn2nnc3ccccc3c2=O)cc1	14.6%	3.4%	27.4%	u	-2.7%	x	1.2%	-0.3%	-8.4%
COc1ccccc1-c1c(C(F)(F)F)oc2cc(OCC(=O)Nc3ccccc3C(F)(F)F)ccc2c1=O	-2.4%	-12.5%	-2.3%	4.9%	-8.7%	1.2%	0.8%	-0.2%	-3.2%
COc1ccc(S(=O)(=O)N[C@@H](Cc2ccccc2)C(=O)N2CC[C@@]3(O)CCCC[C@H]3C2)cc1	18.6%	16.1%	2.9%	8.2%	1.4%	-0.1%	-2.2%	0.1%	-2.3%
O=C(CCS(=O)(=O)c1ccc(Br)cc1)NCc1ccco1	0.8%	-4.0%	8.4%	-8.0%	-5.4%	x	0.9%	0.9%	8.5%
CCOc1ccc(NS(=O)(=O)c2ccc(-c3coc(C)n3)cc2)cc1	1.2%	3.0%	7.3%	0.7%	-4.4%	x	4.0%	0.0%	-6.9%
CC(C)C(C(=O)NCc1ccccc1)N(CC1CCCO1)C(=O)CNS(=O)(=O)c1ccccc1 (stereo not drawn)	-4.3%	-8.5%	4.3%	9.0%	0.8%	x	0.1%	-0.5%	-4.8%

(further entries)
smiles	GPR35 antagonists	Salmonella PhoP GFP	Large T inhibition	Rac1 GTP hydrolysis	NS5 inhibitors	ER stress rescue	RSV antiviral HEp-2	West Nile antiviral	LYP inhibition
O=C(CS(=O)(=O)c1ccccc1)Nc1nc(-c2ccccc2)cs1	-4.3%	-6.4%	2.0%	19.0%	0.7%	-3.4%	6.1%	0.2%	-1.0%
Cc1cc(C)nc(N/N=C/c2ccc([N+](=O)[O-])o2)n1	10.0%	-1.3%	26.6%	7.7%	3.3%	x	4.7%	0.2%	0.7%
CN(C(=O)CN1C(=O)/C(=C/c2ccccc2F)SC1=S)C1CCS(=O)(=O)C1 (stereo not drawn)	20.2%	0.6%	9.3%	6.9%	-8.8%	x	-1.5%	-0.2%	-6.6%
CCCC(c1nnnn1C(C)(C)CC)N(CCCO)Cc1cc2cc(C)cc(C)c2[nH]c1=O (stereo not drawn)	-12.1%	6.9%	16.0%	8.9%	-8.1%	-1.1%	9.5%	-0.1%	-3.8%
CCOc1ccccc1CN1CCNC(=O)C1CC(=O)NC1CCCCCC1 (stereo not drawn)	8.4%	-2.0%	26.9%	-10.4%	7.8%	x	0.4%	-0.2%	-14.8%

The order is random, and some 1.5% of all compounds hit somewhere here.
